# DAX1 inh-1: DAX1 (NR0B1) inhibitors on StAR promoter, primary screen, cell-based, luminescence, SF-1 (NR5A1), full-length DAX-1 | HEK293T StAR-luciferase reporter, SF-1/DAX-1 repression relief | inhibition, % at 6.8 µM | actives 1.1% (n = 370,000) | AID 652010, 2013;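 active = inhibition above the mean over all tested compounds plus 3 SD, cut at about 3.6% in these data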;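 also: 0% = DAX-1 cells with DMSO and 100% = cells lacking DAX-1 with DMSO; higher inhibition means more luminescence from relief of DAX-1 repression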
# hgDAF12 agonist: H. glycines DAF-12 receptor agonists, primary screen, cell-based, luminescence, HEK293, GAL4 fusion, UAS-luciferase; HEK293 GAL4-hgDAF12 UAS-luciferase reporter, agonist luminescence; normalized to butyrate control; activation, % at 6.8 µM; actives 1.8% (n = 370,000); AID 687014, 2013;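 active = activation above a cutoff set at the mean of all screened compounds plus 3 SD, cut at about 10% in these data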;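 also: 0% = DMSO wells and 100% = sodium butyrate wells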
# ADAM17 inh: ADAM17 inhibitors, primary screen, biochemical, QFRET | AID 720648, 2013 | actives 0.83% (n = 370,000) | inhibition, % at 6.95 µM | Disintegrin and metalloproteinase domain-containing protein 17 (Homo sapiens), P78536 | recombinant ADAM17, EDANS/DABCYL FRET peptide cleavage;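 active = inhibition above the mean of compounds lying between control limits plus 3 SD, set per campaign, cut at about 8.5% in these data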;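 also: 0% = DMSO-only wells as the low control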
# ssDAF-12 act: S. stercoralis DAF-12 nuclear receptor activators, primary screen, cell-based, luminescence, HEK293, GRIP1 co-expression, lit1-tk-luc. activation, % at 6.8 µM. AID 652126, 2013. actives 1% (n = 370,000). HEK293 ssDAF-12/GRIP1 lit1-tk-luc reporter; % of 3 µM dafachronic acid response. Nuclear hormone receptor DAF-12 (Strongyloides stercoralis);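 active = activation above the mean over all tested compounds plus 3 SD, cut at about 0.9% in these data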;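 also: 0% = DMSO-only wells and 100% = 3 µM delta7-dafachronic acid wells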
# sPLA2-III inh: human group III sPLA2 inhibitors, primary screen, biochemical, QFRET, BODIPY PC-A2 liposome substrate; Group 3 secretory phospholipase A2 (Homo sapiens), Q9NZ20; QFRET BODIPY PC-A2 liposome hydrolysis, fluorescence; inhibition, % at 12.2 µM; actives 0.56% (n = 370,000); AID 743126, 2013;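 active = inhibition above mean plus 3 SD of compounds lying within the high and low control bounds, cut at about 19% in these data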;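 also: 0% = median of test compound wells and 100% = no enzyme DMSO wells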
# hcDAF-12 act: H. contortus DAF-12 nuclear receptor activators, primary screen, cell-based, luminescence, HEK293, lit1-tk-luc reporter; HEK293 hcDAF-12 lit1-tk-luc reporter; 0% DMSO, 100% Δ7-dafachronic acid; activation, % at 6.8 µM; actives 1.4% (n = 370,000);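 active = activation above the mean of all tested compounds plus 3 SD, cut at about 5.5% in these data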;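 also: 100% = response to 3 µM Δ7-dafachronic acid high control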
# PLCg1 inh: PLC-gamma1 enzyme inhibitors, primary screen, biochemical, fluorescence, purified enzyme. 1-phosphatidylinositol 4,5-bisphosphate phosphodiesterase gamma-1 (Homo sapiens), P19174. fluorogenic substrate. inhibition, % at 12.2 µM. actives 0.84% (n = 370,000). AID 720700, 2013; in the data active = inhibition above about 9.5%
# ADAM10 inh: human ADAM10 inhibitors, primary screen, biochemical, QFRET, HTS. inhibition, % at 7 µM. Disintegrin and metalloproteinase domain-containing protein 10 (Homo sapiens), O14672. recombinant ADAM10, EDANS/DABCYL FRET peptide cleavage, 3 h. AID 720582, 2013. actives 0.62% (n = 370,000);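 active = inhibition above a per-campaign cutoff equal to the mean of compounds falling between control-based bounds plus 3 SD, cut at about 20% in these data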;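 also: 0% = DMSO wells while the 100% control is not disclosed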
# PLC-beta3 inh: human PLC-beta3 inhibitors, primary screen, biochemical, fluorescence; Purified PLC-beta3, fluorogenic substrate; inhibition, % at 12.2 µM; actives 0.18% (n = 370,000); in the data active = inhibition above about 11%;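 also: 0% = median of compound wells on plate and 100% = full blocker control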
# Target sequence (Q01970 whole entry, looked up): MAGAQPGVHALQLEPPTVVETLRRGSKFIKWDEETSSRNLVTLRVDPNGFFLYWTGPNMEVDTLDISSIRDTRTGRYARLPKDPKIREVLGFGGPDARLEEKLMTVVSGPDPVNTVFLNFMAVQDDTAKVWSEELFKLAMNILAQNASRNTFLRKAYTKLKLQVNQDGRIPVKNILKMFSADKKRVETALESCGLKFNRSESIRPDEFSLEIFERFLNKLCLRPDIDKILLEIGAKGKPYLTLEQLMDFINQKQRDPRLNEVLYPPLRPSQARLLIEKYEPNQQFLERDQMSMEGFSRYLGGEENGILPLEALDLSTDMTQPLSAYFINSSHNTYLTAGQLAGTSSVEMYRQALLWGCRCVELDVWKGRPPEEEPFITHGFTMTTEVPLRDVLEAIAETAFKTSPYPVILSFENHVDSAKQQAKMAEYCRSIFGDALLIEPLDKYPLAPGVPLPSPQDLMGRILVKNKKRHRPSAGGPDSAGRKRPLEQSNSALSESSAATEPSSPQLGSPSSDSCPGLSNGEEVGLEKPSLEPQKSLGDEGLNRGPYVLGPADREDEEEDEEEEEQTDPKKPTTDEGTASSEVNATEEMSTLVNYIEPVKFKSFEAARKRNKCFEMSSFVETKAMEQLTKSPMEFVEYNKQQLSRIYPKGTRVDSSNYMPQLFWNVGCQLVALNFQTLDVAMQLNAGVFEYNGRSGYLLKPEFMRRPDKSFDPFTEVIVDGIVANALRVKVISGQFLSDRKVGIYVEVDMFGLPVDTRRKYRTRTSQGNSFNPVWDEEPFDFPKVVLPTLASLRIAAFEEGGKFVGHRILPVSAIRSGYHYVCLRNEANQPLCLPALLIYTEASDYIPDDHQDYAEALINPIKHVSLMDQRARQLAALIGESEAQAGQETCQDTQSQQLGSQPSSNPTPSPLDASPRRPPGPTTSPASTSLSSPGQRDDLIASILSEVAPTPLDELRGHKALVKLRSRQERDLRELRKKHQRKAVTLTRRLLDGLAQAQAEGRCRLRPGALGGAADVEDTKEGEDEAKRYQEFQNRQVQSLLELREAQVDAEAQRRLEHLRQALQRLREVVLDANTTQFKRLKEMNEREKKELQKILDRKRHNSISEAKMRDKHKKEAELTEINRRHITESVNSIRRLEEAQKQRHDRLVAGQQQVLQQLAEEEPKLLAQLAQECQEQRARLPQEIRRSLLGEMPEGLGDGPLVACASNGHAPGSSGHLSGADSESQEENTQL
# GAA850 FXN act: FXN promoter activators, primary screen, cell-based, luciferase luminescence, HEK293 lucGAA850 | HEK293 lucGAA850 FXN promoter luciferase reporter, 24 h; percent of 10 µM SAHA response | activation, % at 6 µM | actives 0.56% (n = 360,000);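 active = activation above the average of all compounds screened plus 3 SD, cutoff fixed separately per campaign, cut at about 7.5% in these data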;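 also: 0% = DMSO wells and 100% = 10 µM SAHA wells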
# DAX1 inh-2: DAX1 (NR0B1) inhibitors, primary screen, cell-based, HEK293, Gal4-DAX1, luciferase luminescence; Nuclear receptor subfamily 0 group B member 1 (Homo sapiens), P51843; HEK293 Gal4-DAX1 luciferase reporter; inhibition, % at 6.75 µM; actives 0.99% (n = 340,000); AID 504766, 2011;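 active = inhibition above the mean over all tested compounds plus 3 SD, cut at about 4.2% in these data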;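 also: 0% = DAX1-transfected cells with DMSO and 100% = empty-vector control cells with DMSO; inhibition shows as a rise in luminescence from relieved DAX1 repression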
# Numbers without * were called inactive; i = inactive; x = no result given.
SMILES,DAX1 inh-1,hgDAF12 agonist,ADAM17 inh,ssDAF-12 act,sPLA2-III inh,hcDAF-12 act,PLCg1 inh,ADAM10 inh,PLC-beta3 inh,GAA850 FXN act,DAX1 inh-2
CC1(c2ccccc2)NC(=O)N(CC(=O)Nc2cc3c(cc2Br)OCCO3)C1=O (centres undefined),-1.2,-2.0,-5.2,-1.3,2.0,-1.5,3.8,0.3,-0.6,-1.4,-0.4
COC(=O)c1ccc(COC(=O)CNC(=O)c2ccc(-c3ccccc3)cc2)cc1,1.4,8.3,-0.6,0.8,-4.2,4.8,-2.5,-5.4,0.1,8.1*,0.4
CC(C)(C)NC(=O)C(c1ccc(-c2ccccc2)cc1)N(C[C@H]1CC[C@@H]([C@@H]2CC[C@H](CO)O2)O1)C(=O)c1cccc(Cl)c1 (some centres undefined),0.3,2.2,0.7,-1.1,-2.6,2.1,3.2,-5.9,-1.0,-1.8,0.0
CC1CCc2nc3ccc(S(=O)(=O)N4CCC(C(=O)NCc5ccccc5Cl)CC4)cc3c(C(=O)O)c2C1 (centres undefined),2.0,1.3,-1.1,-1.0,-14.4,-0.8,-34.3,-13.2,-56.8,1.2,0.0
Cc1ccc(CONC(=O)c2cccc(C)c2)cc1,2.5,4.5,2.4,-0.2,-8.0,4.0,3.0,-7.1,-6.2,1.8,0.8
COc1ccc(S(=O)(=O)N2CCSC2C)cc1C (centres undefined),0.1,0.1,3.9,-1.0,3.3,-0.9,1.4,14.6,-0.4,-1.3,-1.0
O=C(O)C1CC=CCC1C(=O)NCc1ccccc1 (centres undefined),-0.6,-0.4,-5.2,-1.1,6.8,-0.3,-5.6,1.8,-1.8,0.1,2.2
CCN(CC)CCOC(=O)c1ccc(N/C=C(/C#N)c2nc(-c3ccc(OC)c(OC)c3)cs2)cc1,-1.2,3.5,-5.2,-1.4,-12.2,-1.3,-8.8,-5.5,-19.4,1.8,2.3
O=c1[nH]c(=S)n(-c2cccc(C(F)(F)F)c2)c(O)c1C=NCCN1CCNCC1,0.1,-0.2,-0.7,-0.9,4.2,-0.7,2.2,-2.7,-0.4,0.3,-0.3
CS(=O)(=O)N(CC(=O)NCc1ccccc1Cl)C1CCCCC1,-0.1,-0.2,-1.6,-1.3,-3.8,-0.9,2.0,-3.2,2.4,-1.0,-0.2
COc1cc(COCC(O)CN2CCN(Cc3ccccc3)CC2)cc(OC)c1OC (centres undefined),0.4,4.4,-2.8,-1.5,-2.8,-0.8,-3.2,-8.8,2.0,-1.3,-1.9
Cc1c(OCC(=O)N[C@@H](Cc2ccccc2)C(=O)O)ccc2c1oc(=O)c1ccccc12,0.3,-1.9,-184.8,-1.2,-8.5,0.4,-163.3,i,-217.9,-0.5,4.5*
O=C(O)CCSCC(=O)c1ccc2c(c1)OCCO2,-0.6,-5.9,-3.3,-2.1,6.4,-2.8,2.1,-9.6,-2.3,-7.6,-1.7
Cc1ccc(NC(=O)CSc2nnc(Cc3cccn3C)n2-c2ccc(F)cc2)c(C)c1,-0.1,-0.5,-3.1,-1.5,-34.0,-2.1,-2.7,-8.6,0.4,-0.8,1.0
Oc1ccccc1-c1ccn[nH]1,0.2,0.8,-1.7,-1.6,4.6,0.8,3.3,-4.2,3.7,1.2,-0.2
O=C(NC1=N[C@@]2(C=C3CCCCC3n3c(=O)n(-c4ccccc4)c(=O)n32)CN1Cc1ccccc1)c1ccccc1 (some centres undefined),-1.5,-0.4,1.8,-2.3,-12.9,-0.7,-7.3,9.4,-12.3,x,x
CCc1ccc(NC(=O)CSc2nnc(-c3ccccn3)n2C)cc1,0.1,0.0,-0.8,-2.1,-4.1,-0.9,1.7,-4.2,2.2,1.5,0.3
COc1cccc(/C=C2\Sc3ccc(C(=O)NCc4cccnc4)cc3N(C)C2=O)c1,-1.0,0.1,-27.1,-1.1,-18.0,-0.8,-47.2,-85.8,-75.6,0.2,0.1
O=C(c1cccc(C(F)(F)F)c1)N1CCN(C2CCCCC2)CC1,-0.1,0.0,-2.5,-0.1,0.2,-2.1,-1.5,-0.8,3.3,2.4,-0.5
Cc1nnc(NC(=O)CSc2nc3c(c(=O)n2C)SC(C)C3)s1 (centres undefined),-0.9,-2.5,-0.8,-1.1,-2.1,-1.4,0.2,0.1,0.0,-0.7,0.6

# Whole records, looked up by structure.
# CS(=O)(=O)N(CC(=O)NCc1ccccc1Cl)C1CCCCC1 as listed: DAX1 inh-1: -0.1; hgDAF12 agonist: -0.2; ADAM17 inh: -1.6; ssDAF-12 act: -1.3; sPLA2-III inh: -3.8; hcDAF-12 act: -0.9; PLCg1 inh: 2.0; ADAM10 inh: -3.2; PLC-beta3 inh: 2.4; GAA850 FXN act: -1.0; DAX1 inh-2: -0.2
# CC1(c2ccccc2)NC(=O)N(CC(=O)Nc2cc3c(cc2Br)OCCO3)C1=O (centres undefined) as listed: DAX1 inh-1: -1.2; hgDAF12 agonist: -2.0; ADAM17 inh: -5.2; ssDAF-12 act: -1.3; sPLA2-III inh: 2.0; hcDAF-12 act: -1.5; PLCg1 inh: 3.8; ADAM10 inh: 0.3; PLC-beta3 inh: -0.6; GAA850 FXN act: -1.4; DAX1 inh-2: -0.4

# Other structures:
SMILES,DAX1 inh-1,hgDAF12 agonist,ADAM17 inh,ssDAF-12 act,sPLA2-III inh,hcDAF-12 act,PLCg1 inh,ADAM10 inh,PLC-beta3 inh,GAA850 FXN act,DAX1 inh-2
O=C(CCc1ccccc1)Nc1nnc(-c2cccs2)o1,-0.4,4.6,-4.9,-0.9,-3.3,-1.4,-0.4,-14.0,0.9,0.8,0.1
CC(C)c1ccccc1NC(=O)COC(=O)CNC(=O)c1ccc(Br)cc1,0.3,-2.3,-2.8,-1.1,6.2,-2.8,0.5,-0.5,-0.9,1.6,0.2
COc1cccc(/C=N/NC(=O)c2cccc([N+](=O)[O-])c2)c1OS(=O)(=O)c1ccccc1,-1.8,-4.2,5.8,-1.4,-7.4,-2.6,1.9,3.4,3.9,-2.1,-0.2
COc1ccc(/C=C/C(=O)NCCCN2CCCCCC2)cc1,0.6,0.2,4.0,-0.9,-0.7,-1.4,0.8,-5.9,-6.0,0.2,-0.1
COc1ccc(C(=O)C(=O)N2CCC(c3ccccc3)CC2)cn1,0.3,0.6,-4.9,-1.4,7.4,0.1,-1.2,-4.6,-30.6,x,x
c1ccc(-n2nnnc2CN2CCOCC2)cc1,-0.4,4.1,-1.1,-0.8,-4.1,-1.4,3.0,1.9,0.6,0.7,1.2
CCOC(=O)C1(Cc2ccccc2)CCN(Cc2cccn2-c2cccnc2)CC1,-0.4,-0.9,-6.7,-1.2,-26.5,-1.6,-1.3,-7.6,-6.5,-5.2,-2.6
CC(C)[C@H](NC(=O)C1CCN(S(=O)(=O)c2ccccc2)CC1)C(=O)NCc1ccc(F)cc1,-2.4,-2.0,-1.7,-1.3,5.6,-0.6,2.4,-6.6,-5.8,0.1,-0.7
CC(=O)SC1CC(=O)N(c2c(C)cccc2C)C1=O (centres undefined),0.3,1.3,-0.3,-1.7,-9.6,-1.5,2.7,-0.9,-4.7,3.0,1.6
O=C(CC1NCCc2ccccc21)Nc1ccccc1Cl (centres undefined),0.9,0.8,0.5,-0.8,2.0,-1.0,4.0,-0.9,1.8,1.5,-0.3
CCOc1ccc(N2C(=O)CC(N(O)c3ccccc3)C2=O)cc1 (centres undefined),-0.1,-1.7,1.1,-1.1,4.7,2.6,3.2,10.3,2.3,2.1,0.4
CC(=O)NCC(=O)NC1CCCc2c1cnn2-c1ccc(C(C)(C)C)cc1 (centres undefined),-0.7,1.1,-0.7,-1.9,-1.6,-0.2,1.1,-2.3,1.1,-2.0,-1.9
CCN1C(=O)C2C(c3cccc(F)c3)NC(C)(C(=O)OC)C2C1=O (centres undefined),0.3,-0.9,-0.2,-1.1,-1.5,-1.2,1.4,-6.4,1.9,0.7,1.0
O=C(COC(=O)c1cccc(S(=O)(=O)N2CCOCC2)c1)c1ccccc1,0.2,2.1,0.9,-1.0,-9.2,-1.4,1.3,-2.5,-0.8,0.8,0.0
CCOC(=O)C1CCN(C(=O)C2CCN(c3nnc(-n4cccc4)s3)CC2)CC1,-0.1,1.1,-1.6,-0.4,0.5,-0.7,-1.5,1.0,-6.0,0.0,0.4
O=C(c1cc(Cl)cc(Cl)c1)N1CCC(Oc2cccnc2)CC1,0.8,-1.2,0.3,-1.7,-5.8,-2.1,0.3,-3.6,0.5,x,x
CCNC(=O)N(CC)C[C@H]1N[C@@](Cc2ccccc2)(C(=O)OC)[C@H]2C(=O)N(C)C(=O)[C@@H]12,1.0,0.3,-1.9,-1.5,14.7,-1.3,2.9,-5.9,2.5,0.4,-0.7
Cn1c(/C=N/NC(=O)c2ccccc2Br)nc2ccccc21,0.2,-1.0,-32.8,-1.7,-5.0,-2.5,-23.1,-78.7,-29.1,-1.7,-1.8
N=C1C(c2ccccc2)=C(O)CN1c1cccc(S(=O)(=O)N2CCCCC2)c1,-0.2,2.7,-2.6,-1.1,-8.4,-1.9,-1.9,-0.3,-5.9,0.5,-0.1
O=C1C2C3C=CC(C4CC34)C2C(=O)N1/N=C/c1ccc([N+](=O)[O-])o1 (centres undefined),-0.6,-1.9,-5.0,-0.8,-1.3,-1.8,-2.3,-7.7,-1.9,9.6*,-0.2
CCOC(=O)C1CCN(CCC(=O)Nc2ccc(F)cc2)CC1,0.1,1.2,-3.5,-1.2,-0.5,0.7,2.3,-7.1,-0.9,0.7,-0.6
CCOC(=O)c1ccc(N(C(=O)CNC(=O)c2ccco2)C(C(=O)NCC2CCCO2)c2ccc(OC)c(OC)c2)cc1 (centres undefined),0.0,-1.5,-1.6,-0.7,-1.9,-1.6,-1.1,0.7,-5.1,2.3,-1.9
CCOC(=O)c1c(-c2ccccc2)csc1NC(=O)C(C)NCc1ccco1 (centres undefined),-0.4,-4.2,3.9,-1.5,-14.3,-1.3,-2.3,11.1,-1.4,1.2,-1.9
CC(=O)N1CCN=C1SCc1ccc(C)cc1,0.2,2.0,-2.4,-1.7,0.8,-2.5,-1.1,0.5,0.5,0.6,0.1
O=C(COc1cccc2cccnc12)Nc1nccs1,1.4,13.6*,-1.0,0.6,-3.8,4.0,-6.1,-4.6,-3.2,-0.4,1.6

# Rows were taken by chance, and some 6.9% of all compounds hit somewhere here.
